# High-throughput results as filed in PubChem.
# BB579 growth dn = growth inhibitors of yeast BB579 in restrictive medium, primary screen, yeast lifespan-shortening project, S. cerevisiae; OD615, 48 h; inhibition, % at 10 µM; hit rate 0.51% among 140,000;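 active = inhibition above a set limit, 3 SD over the mean compound inhibition, cut at about 44% in these data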; note: inactives centre near -24
#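 Material: Saccharomyces cerevisiae DeaD strain BB579, replicative lifespan model yeast; buffer or medium: CSMM-D restrictive synthetic medium containing dextrose (glucose); compound: 10 µM single dose, DMSO 0.25%; timing: 48 h compound exposure at 30 °C after 4 h preincubation; signal: turbidity as optical density at 615 nm; benchmarks: positive control amphotericin B 10 µg/mL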
# Measles CPE = compounds protecting cells from measles virus cytopathic effect, primary screen, measles RdRp inhibitor project, single point, MLSMR library, absorbance | Measles virus-infected cells, CPE protection | protection (pct of control), % at 4 µM | hit rate 1.5% among 140,000 | AID 841, 2007; in the data active = protection mostly above about 24%, no sharp cut-off; inactive = mostly below about 26%; note: some compounds called inactive have numbers as strong as hits
# PTEN del growth = growth suppression of PTEN-null HCT116, primary screen, cell-based, CellTiter-Glo; viability, % at 10 µM; HCT116 PTEN-null viability, 60 h; stronger effect = lower value; hit rate 1.2% among 140,000;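 active = viability at or below a set limit, 4 SD under the median of all tested compounds, cut at about 3.7% in these data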;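 note: PTEN knockout HCT116 line with beta catenin targeted HCT116 as companion control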
# MRP1 act = H69AR viability gain despite doxorubicin, primary screen, MRP-1 activator project, H69AR cells, CellTiter-Glo; viability rescue; viability increase, % at 10 µM; hit rate 0.61% among 140,000;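 active = viability gain under doxorubicin at or above a set limit, the compound median plus 3 SD, cut at about 4.7% in these data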;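 note: MRP-1 overexpressing cells given doxorubicin 25 µM after compound pretreatment; 18-22 h compound pretreatment then 72 h with doxorubicin before readout; 0% = doxorubicin-only wells and 100% = vehicle-treated cells without doxorubicin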
# Yeast life ext = compounds extending yeast replicative lifespan, primary screen, S. cerevisiae, OD615; S. cerevisiae growth with nicotinamide; deaD strain in restrictive glucose medium; hit rate 0.68% among 130,000; inhibition of the nicotinamide effect, % at 10 µM;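 active = inhibition above a set limit, placed 3 SD over the median of all compounds, cut at about 26% in these data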;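 note: 0% = nicotinamide-treated wells and 100% = cells grown without nicotinamide; some compounds called inactive have numbers as strong as hits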
#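 System: DeaD-strain S. cerevisiae / Buffer or medium: CSMM-D, restrictive glucose (dextrose) synthetic minimal medium / Probe or stimulus: nicotinamide, 1.5 mM, co-present with compound / Compound: one concentration, 10 µM, DMSO 0.25% / Incubation: 48 h compound exposure at 30 °C, humidified / Technique: optical density (absorbance) at 615 nm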
# NPY Y2 blocker = NPY-Y2 receptor antagonists, primary screen, cell-based. NPY-Y2 expressing cells, antagonist mode. AID 793, 2007. Neuropeptide Y receptor type 2 (Homo sapiens), P49146. hit rate 0.99% among 140,000. inhibition, % at 2.7 µM; in the data active = inhibition above about 17%;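 note: 0% = vehicle with agonist challenge and 100% = reference antagonist with challenge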
# Target sequence (P49146 whole entry, looked up): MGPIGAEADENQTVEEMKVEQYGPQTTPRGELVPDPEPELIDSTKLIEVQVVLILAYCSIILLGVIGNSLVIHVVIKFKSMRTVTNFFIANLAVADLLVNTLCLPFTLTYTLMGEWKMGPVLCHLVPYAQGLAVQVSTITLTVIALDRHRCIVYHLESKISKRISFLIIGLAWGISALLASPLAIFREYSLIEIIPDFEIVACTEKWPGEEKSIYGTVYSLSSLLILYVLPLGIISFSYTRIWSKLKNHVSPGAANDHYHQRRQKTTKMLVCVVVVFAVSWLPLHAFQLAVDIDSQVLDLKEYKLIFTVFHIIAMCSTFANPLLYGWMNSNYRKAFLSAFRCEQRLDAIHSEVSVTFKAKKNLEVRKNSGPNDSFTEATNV
# E-sel TNF inh = E-selectin induction blockers in HUVEC – imaging, immunofluorescence, high content, primary screen. AID 1246, 2008. hit rate 0.71% among 120,000. HUVEC TNFa-induced E-selectin immunofluorescence. inhibition, % at 2 µM;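 active = inhibition above the batch mean plus 3 SD, and confirmed as a hit on visual image review, cut at about 43% in these data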;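 note: 0% = TNF-stimulated DMSO wells and 100% = unstimulated control wells; not every result past the cut was called active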
# Phagocytosis inh = inhibitors of macrophage phagocytosis, primary screen, imaging, J774A.1 cells, IgG beads; J774A.1 macrophage IgG-bead phagocytosis; hit rate 0.07% among 110,000; inhibition, % at 5 µM;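 active = inhibition above the mean of the plate negative controls plus 5 SD, cut at about 13% in these data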;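 note: phagocytic index as fraction of beads internalized from green versus red external bead signal; plate controls were DMSO negative control for no effect and cytochalasin-D positive control for full effect; some results beyond the cut were filed as inactive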
# GALR2 blocker = GALR2 antagonists in receptor-expressing cells, primary screen. Galanin receptor type 2 (Homo sapiens), O43603. antagonist mode. inhibition, % at 4 µM. hit rate 0.39% among 140,000; in the data active = inhibition above about 27%;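 note: cells stimulated with galanin 1-16 at roughly its EC80; 0% = agonist challenge control and 100% = basal control without agonist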
# Target sequence (O43603 whole entry, looked up): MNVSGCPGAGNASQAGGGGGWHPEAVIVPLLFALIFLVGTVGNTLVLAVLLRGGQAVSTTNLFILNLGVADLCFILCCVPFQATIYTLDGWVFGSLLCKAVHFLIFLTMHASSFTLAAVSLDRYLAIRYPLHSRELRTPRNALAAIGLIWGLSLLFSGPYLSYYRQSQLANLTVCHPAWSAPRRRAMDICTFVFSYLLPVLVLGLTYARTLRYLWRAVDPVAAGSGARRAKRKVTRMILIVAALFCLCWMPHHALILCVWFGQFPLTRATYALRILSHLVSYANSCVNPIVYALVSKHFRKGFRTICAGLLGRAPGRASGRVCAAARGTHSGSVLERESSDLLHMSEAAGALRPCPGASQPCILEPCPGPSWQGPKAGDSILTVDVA
# bCat KO growth = primary screen for growth suppressors in beta-catenin knockout HCT116 cells (colon tumor, human); HCT116 beta-catenin knockout viability, CellTiter-Glo, 60 h; stronger effect = lower value; viability, % at 10 µM; hit rate 1.5% among 140,000; AID 818, 2007;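 active = viability at or under a set limit, the compound median less 4 SD, cut at about 6% in these data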;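 note: 0% = Hyamine 1622 control at 20 µM and 100% = untreated cell control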
# * hit, by the source's call; nt = no result given.
# Values run as follows: Yeast life ext	E-sel TNF inh	GALR2 blocker	BB579 growth dn	NPY Y2 blocker	Phagocytosis inh	PTEN del growth	Measles CPE	bCat KO growth	MRP1 act
O=C(c1ccc2snnc2c1)N1CCCC1
  -6	nt	-3	-29	-3	-2	94	8	84	-2.3
COc1ccc(-c2nc(-c3cccs3)c(-c3cccs3)[nH]2)cc1O
  -25	nt	17	-43	4	-2	83	6	93	-1.9
CC(C)OP(=O)(Nc1cccc2ccccc12)OC(C)C
  1	-22	3	-24	2	-2	94	3	88	-1.3
CC(C)NC(=O)Cn1c(SCC(=O)N2CCc3ccccc3C2)nc2ccccc21
  -4	18	-1	-7	0	-1	97	3	88	-0.5
CCOC(=O)c1cc(-c2ccc(/C=N\n3cnnc3)o2)ccc1Cl
  -8	-29	-5	12	-3	-5	93	3	89	-1.7
Cc1cc(NCc2ccc3c(c2)OCO3)n2nc(C)nc2n1
  -1	-21	1	13	3	nt	86	18	92	-2.4
CCOc1cc(CN2CCN(CCOCCO)CC2)ccc1OC
  -5	12	-10	-40	3	-1	113	10	98	-0.2
O=C(O)c1cccc(CN2C(=O)SC(Nc3ccccc3)C2=O)c1 (configuration not stated)
  -6	-4	6	-41	4	0	98	13	104	-1.2
CC1CCN(CC(=O)Nc2cccc(C(=O)Nc3cccc(C(F)(F)F)c3)c2)CC1
  0	-6	-3	3	1	nt	44	5	54	-3.4
C#CCn1cc[n+](CC(=O)N(C)C)c1
  -7	nt	-17	2	0	-2	98	3	92	0.5
CCN(CC)S(=O)(=O)c1ccc(NC2c3ccccc3C(=O)N2Cc2ccco2)cc1 (configuration not stated)
  -8	nt	5	-25	1	0	93	25	89	-4.0
O=C(CC1CCCCC1)Nc1ccccc1-c1ccccc1
  -1	nt	-7	-15	2	-9	87	8	83	-1.4
c1c2c(cc3sc(N4CCOCC4)nc13)OCO2
  -34	-20	-2	-16	1	-1	69	7	75	-2.9
CCOc1ccc(C(=O)N2CCCCCC2)cc1
  -13	-12	11	-26	2	nt	98	8	94	-0.1
CCCOc1ccc(C(=O)Nn2c(C)nc3ccccc3c2=O)cc1
  -7	-6	4	-13	5	-2	101	6	95	0.5
COc1ccc(N2C(=O)C3CCCN3C2c2cccc(Br)c2)cc1 (configuration not stated)
  -5	-12	0	-11	0	0	87	3	101	-2.1
COc1ccc2[nH]c(C)c(CCN3C(=O)OC(C)(C)C3(C)O)c2c1 (configuration not stated)
  -8	nt	4	-39	1	-1	106	4	103	-0.2
O=C(CCSCc1cccc(Cl)c1)NCCc1ccccc1
  -2	nt	-6	-14	6	-1	107	20	94	1.9
CCOC(=O)CC(=O)Nc1ccc(C)cc1
  -2	-34	9	-19	8	0	102	3	89	-1.2
O=C(NCCNC(=O)c1cc(OCC(F)(F)F)ccc1OCC(F)(F)F)Nc1cccc(C(F)(F)F)c1
  -1	-9	-19	-4	-2	5	41	2	51	-2.6
COc1ccc(NC(=O)COc2ccc(CNCCCN3CCOCC3)cc2OC)cc1
  -4	1	-7	-12	1	-1	88	13	88	-0.7
COC(=O)c1cccc(-n2nnnc2SCC(=O)Nc2nc3c(s2)CCCC3)c1
  -12	-48	-15	-5	8	-1	92	3	105	-0.8
Cc1cc(C)n(C(=O)c2cc3ccccc3c(=O)o2)n1
  -6	-11	-8	15	2	nt	98	11	100	-2.3
Cc1ccc(S(=O)(=O)N(C)CC(=O)NCc2ccncc2)cc1
  -7	10	9	-7	1	2	107	6	101	0.8
CC[C@H](C)[C@@H](NC(=O)O[C@@H]1C(=O)c2cc(Br)ccc2O[C@H]1c1ccc2c(c1)OCO2)C(=O)OC
  10	-14	4	-28	9	nt	90	29	96	-1.1
CC(NC(=O)Nc1ccccc1)C(c1cccs1)N1CCN(C)CC1 (configuration not stated)
  -7	14	8	-20	2	-2	96	8	95	-2.3
Cn1c(NCc2ccco2)nc2ccccc21
  -4	16	10	-12	-2	0	94	9	100	0.0
CCOC(=O)c1c(-c2cccc([N+](=O)[O-])c2)csc1NC(=O)C1CC1
  -14	-47	-17	-45	3	-4	60	4	63	-2.1
CC(C)C(c1nnnn1C1CCCC1)N1CCCc2ccccc21 (configuration not stated)
  -6	-12	4	-18	1	nt	66	27	73	-1.6
Cc1ccc(N2CCN(C3=NC(=O)/C(=C\c4cn[nH]c4-c4ccccc4)S3)CC2)cc1
  4	nt	-13	-11	5	-10	59	9	60	-2.6
COC(=O)c1ccc2nc(Nc3nc4ccc(F)cc4s3)sc2c1
  -6	nt	1	5	16	-10	87	15	82	0.1
Cc1ccc(C)c(C(=O)COc2ccccc2[N+](=O)[O-])c1
  6	-27	-24	-54	4	-5	1.6*	3	1.9*	-4.9
CC(=O)N1CCC(N(C(=O)Nc2ccc(F)cc2)C2CCCC2)CC1
  -8	nt	-9	-67	1	0	92	1	96	-0.5
CC(C)(C)c1cc(Br)ccc1OCC(=O)Nc1ncn[nH]1
  -2	nt	-11	-3	2	-1	65	23	68	6.2*
COc1ccc(Nc2ncc3c(n2)CC(c2ccc(OC)cc2)CC3=O)cc1 (configuration not stated)
  -9	-20	0	-16	2	-1	82	7	89	-0.3
O=C(Nc1nc(N2C(=O)c3ccccc3C2=O)n(-c2ccccc2)n1)c1ccc(F)cc1
  -4	3	-2	-19	4	-1	98	3	91	-2.2
CCn1c(CNC(=O)Cc2ccc(OC)cc2)nnc1SCC(=O)c1ccc(Br)cc1
  -6	3	1	2	2	nt	94	3	94	0.8
Cc1ccc(C(=O)NC(C)CCc2ccccc2)cc1[N+](=O)[O-] (configuration not stated)
  -5	4	3	-8	0	nt	84	10	86	0.8
O=C(c1ccc(CS(=O)(=O)c2ccc(Br)cc2)o1)N1CCN(c2ncccn2)CC1
  -2	-4	10	15	3	-1	97	19	93	-3.0
CCC1Oc2ccc(C)cc2N(CC(=O)N(Cc2ccc3c(c2)OCO3)CC2CCCO2)C1=O (configuration not stated)
  -9	-11	-11	-49	5	-2	70	2	79	-4.2
CCOC(=O)N1CCN(c2c(Nc3ccc4c(c3)OCCO4)c(=O)c2=O)CC1
  -6	nt	8	18	0	0	94	3	96	-3.2
Cc1cccc(N(CC(=O)Nc2ccc(F)cc2)S(C)(=O)=O)c1
  4	0	-18	-5	3	-1	96	3	103	-0.5
C=CCSc1nc(Oc2ccccc2)c2sccc2n1
  -21	-9	-12	-39	5	nt	97	21	82	0.2
C=CCNC(=O)c1ccccc1NS(=O)(=O)c1ccccc1
  -10	10	-14	-29	15	2	87	10	91	-2.0
O=C(Nc1ncc(S(=O)(=O)c2ccc([N+](=O)[O-])cc2)s1)c1ccc2ccccc2c1
  -2	nt	14	-40	-2	4	82	19	82	-3.7
OC(COc1ccc(OCC(O)CN2CCCCCC2)cc1)CN1CCCCCC1 (configuration not stated)
  -8	-6	-5	15	6	nt	89	14	80	-3.3
Cc1nn(C)c(C)c1S(=O)(=O)N(CC(=O)N1CCc2ccccc2C1)c1ccc(C(C)C)cc1
  -9	nt	1	-58	0	0	72	3	82	-0.6
COc1ccc(OC)c(S(=O)(=O)Nc2cccc(C(C)=O)c2)c1
  -4	-18	-1	-30	3	2	92	6	86	-1.4
O=C(N/C=N/OCc1ccc(Cl)cc1Cl)NOCc1ncc(C(F)(F)F)cc1Cl
  -3	-18	-15	-30	6	-1	70	25	71	-3.8
CCOC(=O)/C=c1\s/c(=C\c2ccccc2C)c(=O)n1CC(=O)NCc1ccc2c(c1)OCO2
  2	38	-3	-48	11	nt	16	7	14	-2.6
O=C(N/N=C/c1ccc(F)cc1)c1ccc(Br)cc1
  -5	-57	-2	-17	10	nt	72	33	94	-1.1
O=C(NCc1ccc2c(c1)OCO2)C1CCCN(S(=O)(=O)c2cccc3cccnc23)C1 (configuration not stated)
  -12	nt	0	8	2	0	78	18	79	-1.8
FCCCOc1ccc(/C=N/OCc2ccc(Cl)cc2)cc1
  -23	14	-1	-44	-1	0	88	12	98	4.1
CCOc1ccc(-n2c(-c3ccco3)n[nH]c2=S)cc1
  -11	nt	6	-34	1	1	110	12	96	-0.9
CCOC(=O)c1c(-c2ccc(F)cc2)cn2ccccc12
  -13	-16	0	5	4	-2	92	26	96	-0.9
COCCNCC(=O)NCC12CC3CC(CC(C3)C1)C2
  -1	12	-15	-33	1	-1	90	28	90	-2.4
O=C(CN1C(=O)NC(Cc2c[nH]c3ccccc23)C1=O)Nc1cccc(S(=O)(=O)N2CCCCCC2)c1 (configuration not stated)
  5	nt	-2	-35	-3	-14	61	14	56	0.5
COc1ccc([N+](=O)[O-])cc1/C=N/NC(=O)/C(=C\c1cccs1)NC(=O)c1ccccc1
  2	20	1	-71	1	nt	24	13	25	-1.6
Cc1cc(-c2n[nH]c(=S)n2-c2ccccc2C)cs1
  6	-7	-1	-3	5	1	89	5	107	-2.6
Cc1ccc(C(=O)O/N=C/c2ccc3c(c2)OCO3)cc1
  -6	29	-4	-7	9	-6	103	13	100	-3.0

# Next section
# Values run as follows: Yeast life ext	E-sel TNF inh	GALR2 blocker	BB579 growth dn	NPY Y2 blocker	Phagocytosis inh	PTEN del growth	Measles CPE	bCat KO growth	MRP1 act
COc1ccc(NC(=S)NCCCN2CCN(C3CCCCC3)CC2)cc1
  2	nt	3	-14	3	-6	85	8	91	-1.7
CNC(=O)c1c(C)nc(SCC(=O)NCc2ccc(OC)cc2)c(C#N)c1-c1ccco1
  -15	-4	-12	-48	-1	0	92	12	89	-0.2
O=S(=O)(c1ccc2c(c1)C(=NO)c1cc(S(=O)(=O)N3CCCCC3)ccc1-2)N1CCCCC1
  -6	6	3	-54	3	6	1.6*	2	0.9*	-5.4
CCOc1ccc2nc(/N=C/c3nc(-c4ccccc4)oc3O)sc2c1
  5	nt	1	-60	2	-5	97	11	90	0.7
C=CCn1c(SCCOc2ccccc2)nnc1C(C)NC(=O)c1ccccc1 (configuration not stated)
  -7	9	2	-13	1	1	87	15	94	0.1
Cc1cc([N+](=O)[O-])nn1CCCC(=O)Nc1sc2c(c1C(N)=O)CCCC2
  11	-5	2	-28	1	2	95	6	84	-2.6
CN(c1ccc(C(=O)N2CCCCC2)cc1)S(C)(=O)=O
  -1	0	-4	-16	0	-2	96	0	95	-1.3
CC1CCN(S(=O)(=O)c2ccc3c(c2)CCN3C(=O)CCC(=O)O)CC1
  -22	2	10	-40	-1	nt	100	13	102	-3.1
CCN(CC)C(=O)CSc1nnc(-c2ccccc2)n1-c1ccccc1
  -12	nt	-3	-2	0	-1	102	22	99	-0.8
CC(C)CC(=O)NC(=S)Nc1ccc(S(=O)(=O)N2CCN(C)CC2)cc1
  5	-25	4	-8	1	-5	99	2	102	-1.4
